# Bioassay records as filed in PubChem BioAssay.
# KCNK3 inh = human KCNK3 channel inhibitors, primary screen, CHO cells, FluxOR thallium flux, B-score | Potassium channel subfamily K member 3 (Homo sapiens), O14649 | FluxOR fluorescence; hits give low values | B-score at 10 µM | actives 0.84% (n = 340,000);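 active = B-score under library mean minus 4 SD, starting fluorescence ratio at most library mean plus 5 SD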;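 also: more negative B-score means stronger inhibition of thallium flux through KCNK3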
# KCNK9 block = KCNK9 potassium channel inhibitors, primary screen, HEK293 cells, thallium flux. actives 1.2% (n = 310,000). FluxOR thallium flux fluorescence; hits give low values. B-score at 10 µM;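 active = ratio B-score over 3 SD below the library mean, with starting fluorescence within 5 SD of its mean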;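 also: negative B-score means less thallium flux so channel inhibition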
# Target sequence (Q9NPC2 whole entry, looked up): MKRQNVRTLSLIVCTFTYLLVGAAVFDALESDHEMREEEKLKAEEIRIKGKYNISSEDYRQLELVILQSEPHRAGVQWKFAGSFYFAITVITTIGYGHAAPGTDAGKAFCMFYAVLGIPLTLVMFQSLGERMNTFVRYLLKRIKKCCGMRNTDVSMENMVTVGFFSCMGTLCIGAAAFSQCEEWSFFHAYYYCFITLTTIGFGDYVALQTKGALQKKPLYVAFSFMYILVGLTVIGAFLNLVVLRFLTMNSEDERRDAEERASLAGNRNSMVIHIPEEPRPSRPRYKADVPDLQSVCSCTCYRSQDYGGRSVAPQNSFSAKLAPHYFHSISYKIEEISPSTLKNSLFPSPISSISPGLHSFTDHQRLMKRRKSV
# KCNQ1 block = inhibitors of human KCNQ1 channel, primary screen, cell-based, thallium flux, high-throughput | AID 2642, 2010 | actives 1.3% (n = 310,000) | B-score at 10 µM | CHO-K1 KCNQ1, FluxOR thallium flux fluorescence; hits give high values | Potassium voltage-gated channel subfamily KQT member 1 (Homo sapiens), P51787;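 active = compounds whose thallium flux B-score, printed positive for inhibition, exceeds three library SD while starting fluorescence stays within three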;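 also: channel opened by potassium depolarization with thallium stimulus after 20 min compound exposure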
# KCNQ1 act = potentiators or activators of KCNQ1 channel, primary screen, cell-based, thallium flux, high-throughput | B-score at 10 µM | Potassium voltage-gated channel subfamily KQT member 1 (Homo sapiens), P51787 | CHO-K1 KCNQ1, thallium flux FluxOR fluorescence; hits give high values | actives 0.35% (n = 310,000);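 active = fluorescence ratio B-score, a plate-corrected score, at least three library SD, with initial intensity B-score within 5 SD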
#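 assay system = CHO-K1 cells stably expressing KCNQ1 | medium = assay buffer, equal DMSO in all wells | timing = 37 °C overnight plating, 90-min dark dye load, 20-min compound pretreatment | measured by = kinetic FluxOR thallium fluorescence, 10-s 1-Hz baseline, 110-s post-stimulus read | measure = fluorescence change relative to baseline, converted to B score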
# hERG rescue = hERG rescue from dofetilide block, primary screen, cell-based, CHO-hERG, FluxOR thallium flux, dofetilide IC70 | Voltage-gated inwardly rectifying potassium channel KCNH2 (Homo sapiens), Q12809 | dofetilide IC70 present | activation (rescue from dofetilide block), less the hit threshold, % at 10 µM | actives 0.51% (n = 310,000) | AID 1511, 2009;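 active = activation above the mean of controls blocked by dofetilide plus 5 SD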;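 also: thallium influx through hERG after potassium depolarization seen as dye fluorescence rise; in these data hits start at about 4.7%; inactives centre near -7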
# RGS4 pot = RGS4 potentiators or activators, primary screen, cell-based, HEK293 M3R inducible RGS4, calcium flux; carbachol calcium flux Fluo4; hits give low values; B-score at 10 µM; actives 0.92% (n = 310,000); AID 463111, 2010;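 active = B-score of the integrated calcium signal more than 4 SD below the library mean, with starting fluorescence not abnormally high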;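 also: negative B-score means reduced calcium response which marks RGS4 activation or potentiation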
#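 Material: Inducible-RGS4 HEK293 cells carrying M3 receptor; also added: carbachol at ECmax as muscarinic agonist stimulus; incubation: compound preincubation 20 min at room temperature before agonist; signal: Fluo4-AM (2 µM) calcium-flux fluorescence, kinetic read; measure: integrated calcium ratio converted to B score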
# ANO1 activ = TMEM16A chloride channel activators or potentiators, primary screen, cell-based, HTS; HEK293 TMEM16A/YFP-H148Q/I152L, iodide quench fluorescence; hits give low values; B-score at 10 µM; actives 0.3% (n = 340,000); AID 623877, 2012;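 active = fluorescence-ratio B-score plate-corrected deviation score at least 3 library SD below zero, with starting fluorescence score within 5 deviations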;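 also: channel opened by trigger with iodide after compound preincubation; score built on the fluorescence ratio of max minus min over baseline; more negative score means more quench and so TMEM16A activation or potentiation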
# ANO1 block = TMEM16A chloride channel inhibitors, primary screen, cell-based, HTS; HEK293 TMEM16A/YFP iodide influx fluorescence, ionomycin; Anoctamin-1 (Mus musculus), Q8BHY3; normalized B-score (activity score, 25-100; higher = stronger inhibition) at 10 µM; actives 1.2% (n = 310,000);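 active = ratio plate-corrected score three or more library SD toward inhibition, starting fluorescence score within five deviations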;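 also: score derived from kinetic fluorescence span divided by baseline fluorescence per well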
# HDAC3 inhib = HDAC3 deacetylase inhibitors, primary screen, biochemical, fluorescence, cell-free homogeneous | AID 2718, 2010 | Histone deacetylase 3 (Homo sapiens), O15379 | inhibition, % at 8.3 µM | recombinant HDAC3, fluorogenic peptide/trypsin coupled | actives 0.15% (n = 320,000); in the data active = inhibition above about 26%, passing the limit was not always enough; inconclusive = no clear call, values can overlap the other calls
# Target sequence (O15379 whole entry, looked up): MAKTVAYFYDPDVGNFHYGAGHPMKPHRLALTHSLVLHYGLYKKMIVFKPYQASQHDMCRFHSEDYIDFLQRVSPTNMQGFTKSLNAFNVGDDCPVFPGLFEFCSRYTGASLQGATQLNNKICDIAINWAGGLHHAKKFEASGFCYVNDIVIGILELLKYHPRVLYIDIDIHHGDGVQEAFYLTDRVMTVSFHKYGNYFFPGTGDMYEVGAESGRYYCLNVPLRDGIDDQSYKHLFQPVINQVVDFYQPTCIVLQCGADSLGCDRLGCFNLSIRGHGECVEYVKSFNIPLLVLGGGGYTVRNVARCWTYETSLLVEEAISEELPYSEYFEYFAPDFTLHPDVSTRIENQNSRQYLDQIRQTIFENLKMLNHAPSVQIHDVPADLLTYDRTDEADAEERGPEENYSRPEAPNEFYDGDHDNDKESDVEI
# SKKanGAS inh = S. pyogenes SKKanGAS growth inhibitors in kanamycin, primary screen, streptokinase expression inhibitor project, SKKanGAS strain, BacTiter-Glo luminescence | 6 h | actives 1.3% (n = 300,000) | inhibition, % at 7.5 µM | AID 1662, 2009;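 active = mean replicate score, as percent of positive control median, at least 50; inconclusive = mean below 50 but one replicate at or above 50; inactive = mean and every replicate below 50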;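 also: strain carries kanamycin resistance gene driven by streptokinase promoter and grows in 40 µg/ml kanamycin; loss of luminescence reflects streptokinase promoter inhibition or plain growth inhibition; 0% = median of DMSO wells and 100% = positive control at its reference dose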
# RGS4 inh = RGS4 inhibitors, primary screen, cell-based, HEK293 M3R inducible RGS4, calcium flux | actives 0.45% (n = 310,000) | Regulator of G-protein signaling 4 (Homo sapiens), P49798 | Fluo-4 calcium flux; hits give high values; triggered by carbachol at its EC20 | B-score at 10 µM;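 active = B-score, a plate-corrected calcium signal, over three deviations above library mean, with baseline fluorescence within five deviations of library mean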;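 also: RGS4 expression induced by doxycycline in cells with stable M3 receptor; B-score is computed from the integrated fluorescence ratio over baseline after carbachol; higher B-score means a larger calcium signal and so more RGS4 inhibition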
# Target sequence (P49798 whole entry, looked up): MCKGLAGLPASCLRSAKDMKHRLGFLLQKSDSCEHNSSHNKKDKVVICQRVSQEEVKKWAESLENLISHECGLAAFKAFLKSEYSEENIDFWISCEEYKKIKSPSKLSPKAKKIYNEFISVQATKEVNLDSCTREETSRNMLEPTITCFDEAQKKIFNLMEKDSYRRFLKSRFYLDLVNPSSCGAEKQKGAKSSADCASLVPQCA
# Numbers without * were called inactive; i = inactive; ? = inconclusive; . = not tested or not shown.
structure	KCNQ1 act	RGS4 pot	RGS4 inh	KCNK3 inh	KCNK9 block	hERG rescue	KCNQ1 block	HDAC3 inhib	SKKanGAS inh	ANO1 activ	ANO1 block
CCOC(=O)C1=C(C)Nc2[nH]c(=O)[nH]c(=O)c2C1c1cccs1 (configuration not stated)	i	i	i	i	i	-11	i	1	-5	i	i
CCCN(CC(=O)Nc1ccccc1OC)C(=O)CCCN1C(=O)c2ccccc2C1=O	i	i	i	i	i	-13	i	0	-8	i	i
Nc1ccc(-n2cnc3cc([N+](=O)[O-])ccc32)cc1	i	i	i	i	i	-5	i	-1	1	i	i
CC1CCN(CCc2nc3cc(NS(=O)(=O)c4ccc(F)cc4)ccc3n2C)CC1	i	i	i	i	i	-5	i	9	-3	i	i
C#CCn1cccc(C(=O)Nc2ccc(OC)cc2)c1=O	i	i	i	i	i	-9	i	4	-2	i	i
COC(=O)c1cc(OC)c(OC)cc1NC(=O)c1ccoc1C	i	i	i	.	i	-4	i	.	-10	.	.
COc1ccc(N2CC(C(=O)NCc3n[nH]c(=O)c4ccccc34)CC2=O)cc1 (configuration not stated)	i	i	i	i	i	0	i	.	-3	i	.
CN(C)c1cccc(C(=O)N2CCCC(CCC(=O)N3CCN(c4ccccn4)CC3)C2)c1 (configuration not stated)	i	i	i	i	i	-11	i	-3	-7	i	i
COc1ccc(C(=O)NCC(C)(C)SCc2c(C)cc(C)cc2C)cc1	i	i	i	i	i	-13	i	-4	12	i	i
Cc1ccccc1Nc1nc(-c2cccnc2)cs1	i	i	i	i	i	-3	i	7	-5	i	i
C#CCNC(=O)C1=C[C@@H](C)C[C@@H](OCc2ccc(CO)cc2)O1	i	i	i	i	i	-4	i	10	-3	i	i
O=C(CSc1nncs1)NCCCc1ccccc1	i	i	i	i	i	-6	i	-19	3	i	i
CCc1ccc(NC(=O)Cn2c(SC)nc3ccccc32)cc1	i	i	i	i	i	-9	i	0	-4	.	i
CCCCCCCc1c(O)nc(SCCN2CCOCC2)[nH]c1=O	i	i	i	i	i	-5	i	0	21	i	i
O=C(CSc1nc2c([nH]c3ccccc32)c(=O)n1-c1ccccc1F)NCC1CCCO1 (configuration not stated)	i	i	i	i	i	-16	i	-7	10	i	i
Cc1cccc(NC(=O)CSc2nc(N)c(NC(=O)c3cccs3)c(=O)[nH]2)c1C	i	i	i	i	i	-6	i	-1	-1	i	i
CCOC(=O)c1c(C)[nH]c(C(=O)Cn2nnc(-c3ccccc3Cl)n2)c1C	i	i	i	i	i	-13	i	6	21	i	i
CCn1ncc(CN2CCCC(CNC(=O)c3ccc(F)cc3)C2)c1C (configuration not stated)	i	i	i	i	i	-9	i	0	-1	i	i
COC(=O)c1[nH]c2ccc(C)cc2c1NC(=O)NC1CCCCC1	i	i	i	i	i	-5	i	-15	-11	i	i
C=CC(=O)NN(C)c1ncc(C(F)(F)F)cc1Cl	i	i	i	i	i	-20	i	1	5	i	i
CCN(CC)C(=O)c1cn(-c2ccccc2)nc1-c1ccc2c(c1)OCCO2	i	i	i	i	i	-19	i	-2	6	i	i
COc1ccc(/C=N/NC(=O)c2cc(C34CC5CC(CC(C5)C3)C4)[nH]n2)cc1O	i	i	i	i	i	-12	6*	3	12	i	i
CCOc1ccccc1-n1c(SCC(=O)N2CCCC2)nnc1-c1ccoc1C	i	i	i	i	i	2	i	7	0	i	i
O=C(c1ccc(COc2ccccc2Br)cc1)N1CCCCC1	i	i	i	i	i	-5	i	2	-20	i	i
COc1ccc(C(=O)NC2(C(F)(F)F)NC(=O)N(CCCc3ccccc3)C2=O)c(OC)c1OC (configuration not stated)	i	i	i	i	i	-10	i	10	-12	i	i
COc1ccc(C2(C(N)=O)CCCCC2)cc1OC	i	i	i	i	i	-4	i	-7	-9	i	i
Cc1noc(C)c1S(=O)(=O)N1CCCC1C(=O)O (configuration not stated)	i	i	i	i	i	-2	i	-3	2	i	i
COc1ccc(C)cc1NC(=O)c1ccc2c(c1)OCO2	i	i	i	i	i	-3	i	-7	-1	i	i
Cn1c2ccc(F)cc2c2nnc(SCCN3CCOCC3)nc21	i	i	i	i	i	-5	i	.	-3	i	.
O=c1cc(O)c2sc3nc(-c4cccnc4)cc(C(F)(F)F)c3c2[nH]1	i	i	i	i	i	-30	i	1	21	i	i
CC(=O)N1c2ccc(S(=O)(=O)N3CCCC3C(=O)NCc3ccc(Cl)cc3)cc2CC1C (configuration not stated)	i	i	i	i	i	-9	i	0	-2	i	i
CCN1CCc2c(sc(NC(=O)c3ccc(S(=O)(=O)N(C)CC4CCCO4)cc3)c2C(N)=O)C1 (configuration not stated)	i	i	i	i	i	-10	i	8	37	i	i
COc1ccc(N2CCN(C(=O)c3cn(C4CCCC4)c(=O)c4c3c3ccccc3n4C)CC2)cc1	i	i	i	i	i	-5	i	-4	19	i	i
NC(CC(=O)O)c1ccc(F)cc1 (configuration not stated)	i	i	i	i	i	-5	i	-3	-19	i	i
CN(c1ccccc1)S(=O)(=O)c1ccc(C(=O)NCCc2ccccc2)cc1	i	i	i	i	i	-12	i	7	-2	i	i
COc1ccc(Cn2cc(F)c(=O)n(C)c2=O)cc1[N+](=O)[O-]	i	i	i	i	i	-2	i	-3	-3	i	i
Cc1cc(Nc2cnc3ccccc3n2)n(-c2ccccc2)n1	i	i	i	i	i	-21	i	-3	2	i	i
Cc1cc(C)c2c(n1)nn1c(NCCN3CCOCC3)cc(C)nc21	i	i	i	i	i	-8	i	-119	9	i	i
Cc1cc(C(=O)CSc2nnc(-c3ccccc3)n2C)c(C)n1C	i	i	i	i	i	-20	i	-1	0	i	i
CSc1ccc(CNc2ccccc2)cc1	i	i	i	.	i	-3	i	4	-16	.	i
CC(C)CC1CC(C)(c2csc(NNC(=O)c3ccccc3)n2)OC1=O (configuration not stated)	i	i	i	i	i	-24	i	0	-3	i	i
CCOc1ccc(C(=O)NC(=S)Nc2cccnc2)cc1[N+](=O)[O-]	i	i	i	i	i	-7	i	2	6	i	i
COc1cc(/C=C/C(=O)OCC(=O)NC(=O)NC(C)C)cc(S(=O)(=O)N2CCc3ccccc32)c1OC	i	i	i	i	i	-7	i	6	4	i	i
Cn1nccc1C(=O)NC1CCCc2c1cnn2-c1ccc(F)cc1F (configuration not stated)	i	i	i	i	i	-14	9*	3	3	i	i
COc1ccc(CNCc2cc3c(C(C)(C)C)nn(-c4ccccc4)c3[nH]c2=O)cc1	i	i	i	i	i	-15	i	-7	-6	i	i
Cc1ccc(C)c(S(=O)(=O)N2CCN(Cc3ccc(O)c4ncccc34)CC2)c1	i	i	i	i	i	-5	i	-2	?	i	i
CCOC(=O)c1ccc(NC(=O)CSc2nnc(CNC(=O)c3ccccc3F)o2)cc1	i	i	i	i	i	-7	i	3	2	i	i
CCC(C)(C(=O)NC1CCCC1)N(Cc1cccs1)C(=O)Cc1cccs1 (configuration not stated)	i	i	i	i	i	-14	i	-1	14	i	i
Cc1nn(C)c(C)c1CCC(=O)N1CCCC(Nc2ccc(C(C)C)cc2)C1 (configuration not stated)	i	i	i	i	i	-4	i	-3	-3	i	i
O=C(CSc1nnc2ccccn12)NNC(=O)c1ccc(F)cc1	i	i	i	i	i	-4	i	-1	-3	i	i
O=C(N/N=C/c1ccncc1)c1nn(Cc2ccccc2)c(=O)c2ccccc12	i	i	i	i	i	-20	i	3	0	i	i
COc1ccc(OC)c(Nc2nc(-c3ccncc3)nc3ccccc23)c1	i	i	i	i	i	0	i	-3	0	i	i
CCOc1ccc(-c2cc(C(=O)NCC3CCCO3)c3ccccc3n2)cc1 (configuration not stated)	i	i	i	i	i	-6	i	-17	-10	i	i
Cc1ccc(-n2[nH]c(C)c(C=NC34CN5CN(CN(C5)C3)C4)c2=O)cc1C	i	i	i	i	i	-5	i	0	1	i	i
O=C1CN(c2ccc(F)cc2)C(=S)N1c1ccccc1	i	i	i	i	i	-6	i	-5	-4	i	i
O=C(Nc1ccc2nsnc2c1)c1cccs1	i	i	i	i	i	-1	i	-4	-3	i	i
N#Cc1c(C(F)(F)F)cc(-c2ccco2)nc1SCc1ccccn1	i	i	i	i	i	-9	i	3	4	i	i
CN1CCC(C2(O)c3ccccc3CCc3ccccc32)CC1	i	-10*	i	i	i	-9	i	4	4	i	i
CS(=O)(=O)N1CCCC(C(=O)Nc2ccc(F)cc2)C1 (configuration not stated)	i	i	i	i	i	-9	i	-6	-17	i	i
O=C(CN1CCCC1)NCc1ccccc1	i	i	i	i	i	3	i	-3	4	i	i
COc1cccc(CC2(CO)CCCN(Cc3ccc(CN4CCCCC4)s3)C2)c1 (configuration not stated)	i	i	i	i	i	-1	i	0	3	i	i
